# Compound activity as filed in PubChem.
# Mito fusion act: qHTS Assay for Small Molecule Inhibitors of Mitochondrial Division or Activators of Mitochondrial Fusion; hit rate 0.23% among 320,000; Potency, µM (top dose mostly 46.1 µM), without a hit: at the highest dose growth rescue (activation), actives largely listed as activators; S. cerevisiae fusion-defective mutant growth rescue, CellTiterGlo 48 h;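 further: potency means the concentration at half of the fitted maximal effect; % of control where 0% means no effect; nearly all actives have a fitted effect of over 45% in size; temperature-sensitive fusion mutants such as fzo1-1 at 37 °C on non-fermentable ethanol glycerol medium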
#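 Temperature-sensitive fusion-defective S. cerevisiae (e.g. fzo1-1, mgm1-5) were grown with compound in YPEG medium (3% ethanol, 3% glycerol) for 48 hours at 37C. Growth rescue was measured as viability by CellTiterGlo luminescence after 10 minutes at ambient.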
# Menin MLL FP TR: qHTS Assay for Inhibitors Targeting the Menin-MLL Interaction in MLL Related Leukemias: Competition With Texas Red Labeled MLL-derived Mutant Peptide. O00255. Menin + Texas Red MLL mutant peptide, fluorescence polarization. Potency, µM (highest dose often 61.6 µM), for inactives: at the highest dose FP activity change, negative = inhibition, hits mostly inhibitors. hit rate 0.23% among 270,000. AID 1768, 2009; active means well fitted inhibition curve with a large enough effect in the polarisation, with a control signal flat, not every such curve was filed as active; inconclusive means small, poorly fitted or top-dose-only effect, or effect the other way, or a change in a side signal; inactive means no such curve, though single readings can be large or run the other way; the % refers to the polarisation; further: potency means the concentration at half of the fitted maximal effect; % of control where 0% means no effect; many of its hits are not listed in these tables
# Target sequence (O00255 whole entry, looked up): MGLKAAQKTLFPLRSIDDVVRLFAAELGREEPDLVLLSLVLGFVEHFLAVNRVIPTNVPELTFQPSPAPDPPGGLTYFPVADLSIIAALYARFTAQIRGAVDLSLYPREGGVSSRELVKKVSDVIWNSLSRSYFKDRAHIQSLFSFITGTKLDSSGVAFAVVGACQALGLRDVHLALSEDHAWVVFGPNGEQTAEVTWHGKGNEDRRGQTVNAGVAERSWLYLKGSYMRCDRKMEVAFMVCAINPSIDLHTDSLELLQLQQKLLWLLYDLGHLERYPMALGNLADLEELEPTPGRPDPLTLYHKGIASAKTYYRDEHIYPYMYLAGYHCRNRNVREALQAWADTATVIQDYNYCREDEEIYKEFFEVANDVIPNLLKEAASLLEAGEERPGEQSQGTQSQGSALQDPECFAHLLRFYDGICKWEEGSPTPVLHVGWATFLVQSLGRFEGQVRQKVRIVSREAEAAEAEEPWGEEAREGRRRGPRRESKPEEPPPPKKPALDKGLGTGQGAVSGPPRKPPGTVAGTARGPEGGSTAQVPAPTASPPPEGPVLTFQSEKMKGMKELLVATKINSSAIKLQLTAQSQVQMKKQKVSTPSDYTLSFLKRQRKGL
# KCNH2 WT inh: qHTS for Inhibitors of KCHN2 3.1: Wildtype qHTS | Voltage-gated inwardly rectifying potassium channel KCNH2 (Homo sapiens), Q12809 | U2OS, BacMam KCNH2, thallium flux FluxOr; active compounds read low | activity change, % at 1.84 µM | hit rate 0.37% among 340,000;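 active means maximum activity change below -70%; inconclusive means maximum activity change between -70% and -50%; inactive means maximum activity change above -50%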; further: on the % scale 0 is the no-effect control and ±100 the full control effect
#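 U2OS cells were transduced with wild-type KCNH2 virus (2.03 x 10^8 / mL) for 4 h at room temperature, then cultured overnight at 37 C. Thallium flux was read with FluxOr dye. Rate constants were normalized to DMSO controls.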
# S-ASM inh: Inhibitors of Secretory Acid Sphingomyelinase (S-ASM): qHTS; hit rate 0.006% among 340,000; Potency, µM (highest dose often 57.5 µM), for the others: top-dose activity change, negative = inhibition, usual class: inhibitors; placental ASM, HMU-PC fluorogenic substrate, 60 min; AID 504937, 2011; Sphingomyelin phosphodiesterase (Homo sapiens), P17405; further: potency means the concentration at half of the fitted maximal effect
#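 Human placenta-derived ASM preincubated with compound 10 min at room temperature, then reacted with 9 uM (final) fluorogenic HMU-PC substrate for 60 min at 37 C. Stop solution raises pH to 10; fluorescence read at Ex 386/Em 447 nm.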
# TSHR antag: Antagonists of the Thyroid Stimulating Hormone Receptor: HTS campaign | Thyrotropin receptor (Homo sapiens), P16473 | TSHR-expressing cells, TSH-stimulated cAMP HTRF, 2 h; active compounds read low | activity change, negative = inhibition, % at 11.5 µM | hit rate 0.2% among 330,000 | AID 504810, 2011;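 active means activity change below a set negative limit, meaning inhibition stronger than a set level, cut at about -70% in these data; inconclusive means activity change between two set negative limits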; further: on the % scale 0 is the no-effect control and ±100 the full control effect
#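 TSHR-expressing cells, 200/well, pre-treated with compound, then stimulated with EC80 TSH (4nM final) for 2 hours at 37 deg C. cAMP measured by competitive HTRF: anti-cAMP cryptate antibody in lysis buffer plus cAMP-d2, read after 30 minutes at room temperature.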
# GALK inhibitor: qHTS Assay for Inhibitors of Human Galactokinase (GALK); Purified GALK, Kinase-Glo residual ATP luminescence; Potency, µM (top dose mostly 57.5 µM), for the others: at the top dose activity change, negative = inhibition, hits mostly inhibitors; P51570; hit rate 0.007% among 270,000; further: potency means the concentration at half of the fitted maximal effect; on the % scale 0 is the no-effect control and ±100 the full control effect
# Target sequence (P51570 whole entry, looked up): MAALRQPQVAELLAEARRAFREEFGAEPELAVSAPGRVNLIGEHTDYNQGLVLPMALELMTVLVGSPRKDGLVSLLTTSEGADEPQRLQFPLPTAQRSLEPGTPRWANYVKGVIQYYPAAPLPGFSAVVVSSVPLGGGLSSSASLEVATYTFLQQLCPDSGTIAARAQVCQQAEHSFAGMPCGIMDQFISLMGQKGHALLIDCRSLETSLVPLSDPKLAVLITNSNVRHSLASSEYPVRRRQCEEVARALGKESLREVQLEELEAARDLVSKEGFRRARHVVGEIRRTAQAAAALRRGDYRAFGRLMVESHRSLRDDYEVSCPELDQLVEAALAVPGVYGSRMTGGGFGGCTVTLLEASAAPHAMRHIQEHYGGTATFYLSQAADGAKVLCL
#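 Galactose (100 uM) and ATP (35 uM) were turned over by 5 nM GALK for 1 h at RT. Kinase-Glo Plus then converted the remaining ATP into a luminescent signal.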
# Chronic BCR inh: qHTS Assay to Find Inhibitors of Chronic Active B-Cell Receptor Signaling; ABC-DLBCL IkBa-CBG/CBR reporter, luminescence ratio, 4 h; Potency, µM (top dose mostly 46.1 µM), without a hit: at the highest dose ratio change, negative = lower green/red ratio, hits mostly inhibitors; hit rate 0.05% among 340,000; active means well fitted inhibition curve with a large enough effect in the signal ratio, with a control signal flat, not every such curve was filed as active; inconclusive means small, poorly fitted or top-dose-only effect, or effect the other way, or a change in a side signal; the % refers to the signal ratio;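 further: potency means the concentration at half of the fitted maximal effect; plate controls were basal doxycycline-induced cells for no effect and cells given 10 µM MG132 for full effect; MG132 reads +100%, hits lower the ratio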
#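 Cell line TMD8 (human ABC DLBCL), stably expressing tet-inducible CBG68-IkBa fusion and CBR; IMDM/0.5% FBS; cpd up to 46 uM; dox induction, 4 h, 37C/5% CO2; dual luminescence; green/red ratio; MG132 control.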
# Eya2 inh: qHTS Assay for Inhibitors of the Phosphatase Activity of Eya2 | Protein phosphatase EYA2 (Homo sapiens), O00167 | recombinant Eya2, OMFP fluorescence dephosphorylation (OMFP is methylfluorescein phosphate) | Potency, µM (highest dose often 76.9 µM), without a hit: at the top dose activity, negative = inhibition, most hits filed as inhibitors | hit rate 0.006% among 330,000; further: potency means the concentration at half of the fitted maximal effect; on the % scale 0 is the no-effect control and ±100 the full control effect
#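 Eya2 protein (added as 0.2 uM solution) was preincubated with compound for 10 min at ambient temperature in 50 mM HEPES pH 7.5, 50 mM NaCl, 5 uM MgCl2, 0.05% BSA, 1 mM DTT. OMFP (added at 50 uM) then reacted 10 min; fluorescence read at 485/525 nm.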
# PKM2 act: qHTS Assay for Activators of Human Muscle isoform 2 Pyruvate Kinase; hit rate 0.34% among 260,000; AID 1631, 2009; Potency, µM (series often up to 57.5 µM), for inactives: at the highest dose activation, actives largely listed as activators; purified PKM2, Kinase-Glo ATP luminescence, activation; response scale: 0% is enzyme alone, no compound; further: potency means the concentration at half of the fitted maximal effect; on the % scale 0 is the no-effect control and ±100 the full control effect; nearly all actives have a fitted effect of over 55% in size
#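 ATP formation by purified human PK-M2, quantified via coupled luciferase luminescence after 1 h at room temperature with 0.1 mM ADP and 0.5 mM PEP final.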
# USP2a block: qHTS Assay for Inhibitors of Ubiquitin-specific Protease USP2a Using CHOP2 as the Reporter | Ubiquitin carboxyl-terminal hydrolase 2 (Homo sapiens), O75604 | USP2 core, Ub-CHOP2 coupled fluorogenic reporter, 485/531 | Potency, µM (top dose mostly 38.3 µM), without a hit: at the highest dose activity change, negative = inhibition, usual class: inhibitors | hit rate 0.01% among 330,000;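 further: potency means the concentration at half of the fitted maximal effect; plate controls were DMSO wells for no effect and full inhibition by NEM control for full effect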
#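 Cell-free coupled assay: 10nM USP2 core preincubated 30min RT with compound in Tris-HCl pH 8.0/CaCl2/CHAPS buffer, then 25nM Ub-CHOP2 and 25nM reporter substrate; fluorescence (Ex 485/Em 531) read after 60min RT, normalized to NEM inhibition, concentration-response curves fitted.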
# MBNL1 CUG block: qHTS Assay for Inhibitors of MBNL1-poly(CUG) RNA binding | AID 2675, 2010 | Potency, µM (series often up to 57.5 µM), for the others: top-dose activity change, negative = inhibition, usual class: inhibitors | hit rate 0.036% among 280,000 | TR-FRET MBNL1-His/biotin-(CUG)12 binding, 665/545 ratio; active means well fitted inhibition curve with a large enough effect in the signal ratio, with a control signal flat, not every such curve was filed as active; inconclusive means small, poorly fitted or top-dose-only effect, or effect the other way, or a change in a side signal; inactive means no such curve, though single readings can be large or run the other way; the % refers to the signal ratio; further: potency means the concentration at half of the fitted maximal effect; on the % scale 0 is the no-effect control and ±100 the full control effect
#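 TR-FRET between His-tagged MBNL1 and biotin-(CUG)12 RNA, detected with Tb anti-His antibody (0.055 ng/ul) and streptavidin-XL665 (5 nM), 60 min at room temperature. Compounds titrated 92 nM to 58 uM; 665/545 nm ratio normalized to buffer and complex controls.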
# * marks the source's active call; other numbers are inactive results; i = inactive; ? = inconclusive; . = no result given; [ ] = dose if it differs, or a comment. Unless noted, the call rests on the fitted dose curve; in most records, active means well fitted curve in the direction sought with a large enough effect; inconclusive means small, poorly fitted or top-dose-only effect, or another doubt; inactive means no such curve, though single readings can be large; an effect the other way counts as inactive or inconclusive.
SMILES,Mito fusion act,Menin MLL FP TR,KCNH2 WT inh,S-ASM inh,TSHR antag,GALK inhibitor,Chronic BCR inh,Eya2 inh,PKM2 act,USP2a block,MBNL1 CUG block
CCN(CC(=O)Nc1ccccc1OC)C(=O)c1ccc2[nH]c3c(c2c1)CC(C)CC3 (stereo unspecified),-0.3%,.,-1.9,-3.6%,-2.7,.,?,7.6%,.,3.3%,.
O=C(c1cccc(C(F)(F)F)c1)N1CCc2c([nH]c3ccccc23)C1C(F)(F)F (stereo unspecified),-2.4%,.,6.3,-16.4%,-9.0,8.1%,?,?,3.3%,1.4%,-11.4%
Cc1cc(C)nc(N2CCCC(C(=O)NCc3cccs3)C2)n1 (stereo unspecified),3.6%,1.5%,-6.8,3.3%,-8.3,5.2%,-2.6%,-4.1%,5.0%,0.3%,7.0%
O=C(Nc1ccc(Cl)cn1)c1ccc2ccccc2n1,2.0%,2.2%,1.4,-0.5%,-3.9,-1.1%,?,2.5%,-4.1%,1.9%,-2.0%
COc1cc(/C=C/C(=O)OCC(=O)N2CCCc3ccccc32)ccc1O,.,.,-3.2,32.5%,-3.1,.,?,-17.2%,.,-0.2%,.
Cc1ccc(C(=O)NCC(=O)NCCCc2ccccc2)cc1,-2.3%,-4.1%,15.2,33.5%,-6.1,-0.8%,-0.4%,15.9%,-5.3%,1.3%,1.1%
CCc1cc(=O)oc2cc(OC(C)=O)cc(OC(C)=O)c12,-2.7%,7.8%,-5.6,i,10.9,-0.2%,?,-4.0%,-3.2%,1.3%,50.5%[activator]
CSCC[C@H](NC(=O)[C@@H]1Cc2ccccc2CN1)C(=O)Nc1ccc2c(c1)OCO2,-6.9%,?,32.2,10.1%,-5.4,5.9%,1.6%,4.1%,.,1.1%,2.7%
O=C1CC(N2CCN(c3ccccc3)CC2)C(=O)N1c1ccc2c(c1)OCCO2 (stereo unspecified),-14.0%,-7.8%,4.9,0.1%,.,-3.5%,.,.,1.3%,.,-0.2%
O=C(CN1c2cccc3cccc(c23)S1(=O)=O)NCc1ccc2c(c1)OCO2,7.6%,8.4%,-3.3,27.1%,3.2,1.4%,-26.5%,16.4%,3.3%,3.8%,?
Cn1c(N)c(C(=O)COC(=O)C2(c3ccccc3F)CCCC2)c(=O)n(C)c1=O,-21.6%,16.2%,-2.9,-7.3%,-1.2,-1.0%,11.6%,-24.4%,14.2%,2.3%,3.5%
N#Cc1cc2c(=O)n3ccccc3nc2n(-c2ccccc2Cl)c1=O,8.3%,0.9%,4.2,i,-2.5,5.9%,7.4%,8.1%,-0.8%,-6.1%,?
Cc1c(CCOC(=O)C23CC4(C)CC(C)(CC(C)(C4)C2)C3)sc[n+]1CC(=O)c1ccccc1,-13.4%,?,2.2,-18.6%,14.4,3.7%,?,?,-0.5%,-8.7%,-1.4%
COCCn1c(C)cc(C(=O)COc2ccc(C)nc2[N+](=O)[O-])c1C,0.3%,-2.9%,.,5.5%,9.6,-0.3%,1.4%,6.0%,-1.0%,6.2%,?
CN(/N=C/c1cccnc1)c1cnc2ccccc2n1,-5.1%,-9.4%,4.7,92.6%[activator],1.6,5.6%,14.4%,-16.5%,0.6%,1.5%,?
O=C(/C(=C/O)N=Nc1ccccc1Cl)c1ccccc1,1.5%,23.8%,1.7,-12.2%,11.6,-1.4%,17.0%,6.0%,-2.7%,-0.7%,19.2%
COc1ccc(C(=O)NC2CC(C)(C)Cc3c2cnn3-c2ccccc2C)o1 (stereo unspecified),-0.1%,.,-4.8,.,10.9,-5.2%,7.1%,-9.3%,-3.1%,3.2%,1.0%
CCCc1cc(=O)n2[nH]c(NCc3ccc(OC)cc3)nc2n1,-13.1%,-17.6%,4.7,-2.9%,-1.1,2.3%,-22.1%,11.6%,-10.9%,0.4%,.
Cc1ccccc1C(=O)Nc1nnc(CC(=O)N/N=C/c2ccco2)s1,-4.7%,.,3.1,4.6%,-0.9,-3.2%,?,-8.2%,2.8%,2.4%,6.0%
CCCCOc1ccc(-c2c(C#N)c(N)nc(SCC(N)=O)c2C#N)cc1,-1.5%,12.6µM*,-20.5,-29.8%,-4.0,1.7%,?,-31.5%,0.0%,-3.6%,?
CC(C)C(C(=O)NC1CCCC1)N(CC1CCCO1)C(=O)CNS(=O)(=O)c1ccccc1 (stereo unspecified),-4.5%,-3.0%,5.8,0.2%,-8.3,-2.0%,7.5%,-12.9%,.,0.7%,1.3%
O=C(Nc1ncc(Cc2cccc(Cl)c2Cl)s1)c1ccc([N+](=O)[O-])cc1,0.0%,.,-6.5,-0.4%,21.7,-3.0%,-13.2%,-0.4%,22.5%,2.6%,-4.1%
CCSc1nnc2nc3[nH]c4c(C)cccc4c3nn12,3.7%,0.7%,6.7,-0.2%,-8.3,0.0%,8.5%,7.0%,14.1%,-1.3%,?
O=C(c1ccc(Cl)cc1)N1N=CCC1(O)c1ccc(Cl)cc1 (stereo unspecified),1.5%,?,1.6,-20.3%,-2.3,0.0%,?,3.5%,1.6%,0.8%,10.2%
CN(C(=O)CSc1nc2scc(-c3ccccc3)c2c(=O)[nH]1)c1ccccc1,.,.,-4.1,3.4%,.,.,?,-1.1%,.,1.4%,.
COc1ccc(C(=O)Nc2cccnc2Sc2ccc(Cl)cc2)cc1,6.1%,.,-1.0,-1.2%,-2.9,14.4%,?,15.2%,2.3%,-0.2%,0.1%
N#CCCn1cc(C(=O)CN2C(=O)C(=O)N(C3CCCC3)C2=O)c2ccccc21,-7.8%,.,-8.4,-2.4%,-0.9,.,-7.6%,2.3%,.,2.7%,.
O=C(NCCO)c1cc2c(s1)CCC2,-0.7%,-12.5%,-8.8,-7.1%,13.8,-1.8%,4.5%,-10.3%,-0.8%,1.3%,-5.3%
CCCCCCN1C=CC=C/C1=C\C=C(C#N)C#N,6.9%,.,0.1,-22.4%,-5.7,-1.3%,3.6%,?,0.8%,1.1%,?
O=C(Nc1ccc(F)cc1)c1ccc(NC(=O)C2CCCO2)cc1 (stereo unspecified),-5.7%,0.8%,-3.9,-0.9%,-1.1,-0.1%,4.0%,-2.1%,-0.7%,-0.1%,1.4%
CCN1CCN(c2ccc(NC(=O)c3ccc4c(c3)[nH]c(=O)n4Cc3ccc(F)cc3)cc2)CC1,-0.1%,-6.8%,0.1,-1.8%,16.8,-2.6%,?,-2.5%,-2.1%,4.0%,-5.2%
C[C@H](CO)N1C[C@H](C)[C@H](CN(C)S(=O)(=O)c2ccccc2)Oc2c(NS(C)(=O)=O)cccc2C1=O,.,.,4.6,2.4%,3.3,.,-4.2%,3.8%,.,2.4%,.
O=[N+]([O-])c1ccc(N/N=C/c2ccccc2)cc1,-2.7%,.,-1.3,9.8%,-20.6,-1.3%,-0.1%,-9.2%,-1.3%,-0.5%,.
Cc1cccc2cc(CN(Cc3ccccc3)C(=S)NCCCN(C)C)c(=O)[nH]c12,-7.0%,-19.7%,10.9,-1.0%,2.0,-0.9%,6.6%,1.3%,3.4%,-0.1%,-17.9%

# These rows are one share of the data; the hit share may differ from the screen's.
